N370S GC mod: inhibits or activates N370S mutant glucocerebrosidase; actives 0.092% (n = 330,000); Potency, µM (series often up to 59.4 µM), for the others: at the top dose activity change, negative = inhibition, most hits filed as inhibitors; N370S GC spleen homogenate, 4MU-glucoside fluorescence;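 further: 0% = full enzyme activity and -100% = no enzyme basal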
GCN5L2 inh: GCN5L2 (KAT2A) acetyltransferase inhibition; Q92830; GCN5L2 HAT assay, ThioGlo1 CoA-SH fluorescence; Potency, µM (series often up to 58.9 µM), inactives show top-dose activity change, negative = inhibition, most hits filed as inhibitors; actives 0.21% (n = 390,000); AID 504327
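GCN5L2 (20 nM) in 50mM HEPES pH 7.5, 0.1mM EDTA, 0.01% Tween-20 preincubated 15 min with compounds at room temperature. Reaction started with H3(1-25) 75uM, acetyl-CoA 70uM, ThioGlo1 50uM; CoA-thiol fluorescence (Ex340/Em540) read at 0 and 20 min.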
FEN1 inh: blocks human flap endonuclease 1 | actives 0.35% (n = 390,000) | Potency, µM (top dose mostly 114 µM), without a hit: at the highest dose activity change, negative = inhibition, usual class: inhibitors | Recombinant FEN1 flap cleavage, fluorescence, 15 min | P39748; further: nearly all actives have a fitted effect of over 65% in size
Target sequence (P39748 whole entry, looked up): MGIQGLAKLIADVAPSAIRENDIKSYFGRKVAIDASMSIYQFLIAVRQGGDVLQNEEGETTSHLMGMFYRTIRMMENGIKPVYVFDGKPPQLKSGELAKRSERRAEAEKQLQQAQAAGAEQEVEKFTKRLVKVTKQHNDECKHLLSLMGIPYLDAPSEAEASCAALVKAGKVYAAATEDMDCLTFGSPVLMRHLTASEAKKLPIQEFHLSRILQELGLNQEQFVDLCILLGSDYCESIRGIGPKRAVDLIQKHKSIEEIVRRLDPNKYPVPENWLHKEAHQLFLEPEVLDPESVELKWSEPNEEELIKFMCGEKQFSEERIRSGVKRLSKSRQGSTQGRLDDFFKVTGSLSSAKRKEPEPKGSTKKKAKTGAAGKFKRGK
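Reaction started by adding substrate (50 nM final) to 10 nM enzyme after 15 min room-temperature compound preincubation. Reads at 0 and 15 min, with data normalized and fitted to a four-parameter Hill equation.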
* marks the source's active call; other numbers are inactive results; ? = inconclusive; · = no result given; & = joins results of further samples; [ ] = another dose, or the depositor's remark. The call rests on the fitted dose curve; in most records, active means well fitted curve in the direction sought with a large enough effect; inconclusive means small, poorly fitted or top-dose-only effect, or another doubt; inactive means no such curve, though single readings can be large; an effect the other way counts as inactive or inconclusive. Unless noted, on the % scale 0 is the no-effect control and ±100 the full control effect; potency means the concentration at half of the fitted maximal effect.

SMILES	N370S GC mod	GCN5L2 inh	FEN1 inh
CCN(CC1COc2ccccc2O1)C(=O)CN1C(=O)NC(C)(c2ccccc2)C1=O (stereo not drawn)	·	4.4%	-7.0%
CC(C)c1c(O)ccc2c1CCC1C(C)(C)CCC[C@@]21C (stereo partly drawn)	17.5%	-26.6%	·
CC(=O)Nc1c(C)nn(-c2ccccc2)c1N1CCC(C(=O)Nc2ccc(F)cc2Cl)CC1	·	-0.4%	13.9%
O=C(Nc1ccc([N+](=O)[O-])cc1)Nc1ccc(N2CCOCC2)c2nonc12	4.9%	-6.2%	-16.2%
COc1ncc2nc(-c3ccc(F)cc3)c(=O)n(-c3ccccc3)c2n1	-0.7%	-16.7%	·
O=C(C1CCN(CCCc2ccccc2)CC1)N(CCc1ccccc1)Cc1ccccc1	?	1.8%	-5.5%
CCOC(=O)C1=C(C)NC2=C(C(=O)CC(C)(C)C2)C1c1ccc(O)c(OCC)c1 (stereo not drawn)	1.6%	-4.2%	-5.8%
CCC(=O)NC(=Nc1nc2ccccc2s1)NC(=O)CC	2.4%	-4.9%	-5.3%
O=C(NCCC1=CCCCC1)C(=O)NCC1OCCCN1S(=O)(=O)c1cc(F)ccc1F (stereo not drawn)	2.0%	-8.4%	-13.5%
CCOc1ccc(-c2nnc(SCC(=O)NCc3ccccc3)nc2-c2ccc(OCC)c(OC)c2)cc1OC	·	-3.6%	0.2%
Cc1ccc(-c2nc3cc(Br)cnc3nc2-c2ccc(C)cc2)cc1	4.8%	-0.7%	-10.2%
N#Cc1cnn2c(C(F)(F)F)cc(-c3ccccc3)nc12	-2.2%	-2.6%	-1.0%
CCOC(=O)COc1ccccc1/C=C\[N+](=O)[O-]	-5.7%	6.8%	6.4%
COc1ccccc1NS(=O)(=O)c1cccc(NC(=O)c2cncc(Br)c2)c1	·	-12.8%	-1.5%
Fc1ccc(C2Nc3cccc4cccc(c34)N2)cc1	-6.8%	-15.0%	-20.7%
CS(=O)(=O)N1CCC[C@@]2(CCN(c3ccccn3)C2)C1	-0.7%	8.3%	·
COC(=O)[C@H](c1ccccc1Cl)N1CCc2sccc2C1	22.2%	8.5%	-15.8%
Cc1noc(/C=C/N(C)C)c1S(=O)(=O)N1CCN(c2ccc(F)cc2)CC1	-2.9%	-7.8%	-23.3%
Cc1cc(SCCOc2ccc(Br)cc2)nc(N)n1	0.3%	2.3%	0.6%
COc1ccc(C(CNC(=O)c2cccc(S(=O)(=O)Nc3ccccc3OC)c2)N2CCOCC2)cc1 (stereo not drawn)	?	-5.4%	8.8%

Some of these compounds in order of molar mass, highest first.
SMILES	N370S GC mod	GCN5L2 inh	FEN1 inh
CCOc1ccc(-c2nnc(SCC(=O)NCc3ccccc3)nc2-c2ccc(OCC)c(OC)c2)cc1OC	·	-3.6%	0.2%
COc1ccc(C(CNC(=O)c2cccc(S(=O)(=O)Nc3ccccc3OC)c2)N2CCOCC2)cc1 (stereo not drawn)	?	-5.4%	8.8%
O=C(NCCC1=CCCCC1)C(=O)NCC1OCCCN1S(=O)(=O)c1cc(F)ccc1F (stereo not drawn)	2.0%	-8.4%	-13.5%
CC(=O)Nc1c(C)nn(-c2ccccc2)c1N1CCC(C(=O)Nc2ccc(F)cc2Cl)CC1	·	-0.4%	13.9%
COc1ccccc1NS(=O)(=O)c1cccc(NC(=O)c2cncc(Br)c2)c1	·	-12.8%	-1.5%
O=C(C1CCN(CCCc2ccccc2)CC1)N(CCc1ccccc1)Cc1ccccc1	?	1.8%	-5.5%
CCN(CC1COc2ccccc2O1)C(=O)CN1C(=O)NC(C)(c2ccccc2)C1=O (stereo not drawn)	·	4.4%	-7.0%
CCOC(=O)C1=C(C)NC2=C(C(=O)CC(C)(C)C2)C1c1ccc(O)c(OCC)c1 (stereo not drawn)	1.6%	-4.2%	-5.8%
Cc1noc(/C=C/N(C)C)c1S(=O)(=O)N1CCN(c2ccc(F)cc2)CC1	-2.9%	-7.8%	-23.3%
Cc1ccc(-c2nc3cc(Br)cnc3nc2-c2ccc(C)cc2)cc1	4.8%	-0.7%	-10.2%
O=C(Nc1ccc([N+](=O)[O-])cc1)Nc1ccc(N2CCOCC2)c2nonc12	4.9%	-6.2%	-16.2%
COc1ncc2nc(-c3ccc(F)cc3)c(=O)n(-c3ccccc3)c2n1	-0.7%	-16.7%	·
Cc1cc(SCCOc2ccc(Br)cc2)nc(N)n1	0.3%	2.3%	0.6%
CS(=O)(=O)N1CCC[C@@]2(CCN(c3ccccn3)C2)C1	-0.7%	8.3%	·
N#Cc1cnn2c(C(F)(F)F)cc(-c3ccccc3)nc12	-2.2%	-2.6%	-1.0%
CC(C)c1c(O)ccc2c1CCC1C(C)(C)CCC[C@@]21C (stereo partly drawn)	17.5%	-26.6%	·
Fc1ccc(C2Nc3cccc4cccc(c34)N2)cc1	-6.8%	-15.0%	-20.7%

The results go on:
SMILES	N370S GC mod	GCN5L2 inh	FEN1 inh
CCCNC(=O)C1CCN(C(=O)N2CC(C)Oc3ccccc32)CC1 (stereo not drawn)	·	-8.2%	4.5%
CC(C)(C)c1ccc(OCc2cc(=O)n3c4c(sc3n2)CCCC4)cc1	·	-3.2%	3.1%
C=CCCC(=O)N1CCC(n2nccc2NC(=O)CCCc2ccccc2)CC1	-3.7%	-1.8%	-0.6%
CCN(CC)CCCNC(=O)CC1Sc2ccccc2NC1=O (stereo not drawn)	0.9%	31.4%[activator]	1.2%
CSc1nc(NCC(C)O)c2c3c(sc2n1)CN(C)CC3 (stereo not drawn)	?	-18.0%	8.1%
CSc1ccccc1C(=O)N1CCN(c2ccc(F)cc2)CC1	1.4%	-2.9%	-11.3%
C#CCOCCOCCOCCNc1nc(N2CCN(C(=O)CCCCCCCCCCNC(=O)Cn3cc(CCCCCN)nn3)CC2)nc(N2CCN(C(=O)CCCCCCCCCCNC(=O)[C@H](CO)n3cc(CCCSC)nn3)CC2)n1	-28.0%	-10.7%	39.8µM*
CCOC(=O)CNC(=O)OC1CCN2Cc3ccccc3N=C12 (stereo not drawn)	-0.7%	?	10.1%
Cc1ccc(-c2nc(SCC(=O)N(C)C3CCS(=O)(=O)C3)[nH]c2-c2ccc(C)cc2)cc1 (stereo not drawn)	-14.6%	-4.1%	-12.2%
COc1cc(S(=O)(=O)N(Cc2cccnc2)Cc2ccco2)ccc1-n1cnnn1	-27.4%	-2.7%	-4.8%
O=C(CCn1c(=S)oc2ccccc21)NCCC1=CCCCC1	11.9%	-1.1%	-6.6%
Cc1cc(C)n(CC(C)C(=O)O)n1 (stereo not drawn)	-5.3%	-2.7%	-10.9%
Cc1cccc(C(=O)NCC(=O)OCc2cc(=O)n3nc(C4CCCCC4)sc3n2)c1	·	18.8%	1.5%
O=C(Nc1ccc(Cl)cc1)C1CCN(C(=O)c2cccs2)CC1	3.4%	2.4%	-0.5%
Cc1nnc(SCC(=O)Nc2ccc(O)cc2)c2ccccc12	3.6%	-4.1%	1.0%
COc1cccc(-c2cn3c(n2)sc2cc(C(=O)NC4CCCCCC4)ccc23)c1	·	-6.1%	-8.2%
COc1ccc(NC(=O)c2sccc2SCC#N)cc1	-11.8%	-10.4%	-20.3%
COc1ccc(/C=C/C(=O)N2CCN(c3ccccn3)CC2)c2ccccc12	-5.2%	-24.9%	13.3%
Cc1ccc(CN(C(=O)c2csnn2)C(C(=O)NC2CCCC2)c2cccnc2)cc1 (stereo not drawn)	-0.9%	-1.5%	31.1%
O=C(COC(=O)C1C2CC3OC(=O)C1C3C2)Nc1cccc(C(F)(F)F)c1 (stereo not drawn)	?	-2.8%	-2.8%
C/C(=N\NC(=S)NCc1ccccc1)c1ccc(C(C)(C)C)cc1	9.2%	-14.8%	-19.4%
O=C(Nc1cccc2ccccc12)c1ccc(Cn2cc(Cl)cn2)cc1	?	-4.8%	-15.6%
CC(=O)Nc1ccc(Sc2ncccc2C(=O)Nc2ccc(OC(F)(F)F)cc2)cn1	0.4%	2.6%	-4.5%
COCCNC(=O)C(C)OC(=O)c1cc2occc2n1C (stereo not drawn)	-3.0%	-0.1%	0.1%
COC(=O)C1(C)NC(c2cccc(C)c2)C2C(=O)N(c3ccc(F)cc3)C(=O)C21 (stereo not drawn)	4.5%	3.6%	2.6%
CCCOC(=O)C1C2C=CC(C3CC23)C1C(=O)OCC(=O)c1ccccc1 (stereo not drawn)	7.5%	-3.0%	-17.2%
CC(=O)N1CCC(N(CCCOC(C)C)C(=O)Nc2ccc(C)c(C)c2)CC1	11.1%	-6.2%&-6.5%	16.8%&-12.5%
OC1(c2ccc(Cl)cc2)CCN(Cc2cn[nH]c2-c2ccccc2)CC1	6.7%	-2.8%	12.0%
CCOc1cc(S(=O)(=O)NC2CCCC2)ccc1Cl	0.9%	2.3%	-6.6%
O=C(CN1CCCC1)Nc1ccc(F)cc1	10.2%	-2.4%	7.6%
Cc1sc2ncnc(SC(C)C#N)c2c1C (stereo not drawn)	4.5%[2.35 µM]	-3.6%	8.0%
CCOC(=O)c1cc(C(=O)Nc2cccc(C)c2)nn1C	-7.8%	2.7%	-12.4%
Cc1ccc(C)c(CSc2nc3c([nH]c4ccccc43)c(=O)n2C)c1	·	3.4%	19.3%
S=C(NCc1cccnc1)Nc1ccc2c(c1)OCO2	0.3%	-4.1%	-5.9%
CC(C)OC(=O)CN1C(=O)C(=O)c2ccccc21	3.9%	2.4%	-4.1%
Cc1ccc(NC(=O)CC2COc3ccccc3O2)cc1 (stereo not drawn)	-6.4%	-5.3%	1.1%
NNC(=O)c1cn2ccccc2n1	13.4%	-12.5%	0.9%
Cc1cnc(C(=O)OCC(=O)NC2CCCCCC2)cn1	-2.8%	-6.4%	9.3%
C[C@@H]1CN([C@H](C)CO)C(=O)Cc2cc(NC(=O)Nc3ccccc3)ccc2O[C@@H]1CN(C)C(=O)Nc1ccc2c(c1)OCO2	·	-0.9%	-3.6%
Cc1ccc(NC(=O)C(=O)C2C(=O)Nc3ccccc32)cc1 (stereo not drawn)	-1.9%	-8.1%	14.5%
[O-][n+]1cccc2c(Br)cc(Br)c(O)c21	5.9%	-6.2%	?
O=C(O)COc1ccc2c(c1)O/C(=C\c1ccco1)C2=O	-1.5%	-16.5%	?
COc1cc2ccccc2cc1C(=O)Nc1ccc(N2CCN(C(=O)C(C)C)CC2)cc1	12.5%	-24.6%	-4.7%
CN(Cc1ccccc1)S(=O)(=O)c1ccc(Cl)c(C(=O)NCCCN2CCOCC2)c1	-6.1%	0.0%	7.4%
O=C1Cc2cc(S(=O)(=O)NCc3ccc(F)cc3)ccc2N1	·	-1.9%	4.8%
CCCc1nc2ccccc2c(C(=O)OCC(=O)Nc2ccc(S(=O)(=O)N3CCOCC3)cc2)c1CC	-7.5%	-9.1%	3.6%
CC(=O)Nc1ccc(NC(=O)c2ccccc2C)cc1	-2.8%	-6.4%	-5.3%
CSCC[C@H](NC(=O)OC(C)(C)C)c1nnc(SCC(=O)Nc2c(C)cccc2C)o1	-14.9%	0.1%	4.3%
CC(C)c1ccccc1NC(=O)CC1(CC(=O)O)CCCC1	3.8%	-11.5%	9.3%
O=C(CCn1cnnn1)Nc1ccc(F)cc1	19.3%	-3.0%&1.4%	-17.9%&1.0%
Cn1ncc(N=Cc2ccc([N+](=O)[O-])cc2)c1C(=O)N1CCOCC1	-11.8%	-2.7%	6.3%
COc1cc(/C=C2/C(=O)NN(c3cccc(C)c3)C2=O)cc([N+](=O)[O-])c1O	-0.2%	4.2%	-7.1%
CCOC(=O)c1cnc(-n2nc(C)cc2C)nc1Nc1ccc(C)cc1	-5.3%	-9.9%	5.3%
CC(C)CCNC(=O)CCc1nnc2ccc(N3CCC(C)CC3)nn12	2.4%	?	-2.9%
CCc1nnc(NC(=O)c2ccc(S(=O)(=O)N3CCCc4ccccc43)cc2)o1	6.6%	0.1%	-2.6%
Cn1c(NCc2cccc(Br)c2)nc2ccccc21	-3.1%	4.0%	-8.2%
CCOC(=O)c1sc(NC(=O)c2cccnc2)nc1C	-8.6%	-4.7%	-2.9%
CC(=O)c1cccc(N(CC(=O)Nc2ccc(S(=O)(=O)N3CCCC3)cc2)S(C)(=O)=O)c1	-5.9%	-14.7%	12.4%
O=S(=O)(c1cccc(-c2cn3ccccc3n2)c1)N1CCCC1	-10.7%	-7.6%	-18.9%

Three entries out of the list above, arranged by the value under N370S GC mod, ascending:
molecule	N370S GC mod	GCN5L2 inh
Cn1ncc(N=Cc2ccc([N+](=O)[O-])cc2)c1C(=O)N1CCOCC1	-11.8%	-2.7%
CCOC(=O)c1sc(NC(=O)c2cccnc2)nc1C	-8.6%	-4.7%
CN(Cc1ccccc1)S(=O)(=O)c1ccc(Cl)c(C(=O)NCCCN2CCOCC2)c1	-6.1%	0.0%
